p53ts 39C kill = kills p53ts cells at the nonpermissive temperature. H1299-p53A138V viability at 39C, ATP luminescence, 24 h. 130,000 compounds, 1.5% hits. Potency, µM (doses to about 46.1 µM), inactives show top-dose activity change, negative = cell killing, hits mostly cytotoxic; also: nearly all actives have a fitted effect of over 55% in size
Imprint erasure = induces erasure of genomic imprints in mouse ES cells; AID 1948; Potency, µM (doses to about 60.7 µM), inactives show at the highest dose activity change, positive = activation, hits mostly activators; mouse ES Peg3-LacZ reporter, beta-gal luminescence, 40 h; 110,000 compounds, 0.02% hits;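 also: 0% = negative control wells on the plate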
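Readout: BetaGlo luminescence (5 min, room temp) for LacZ from the normally silent maternal Peg3 allele in female Peg3LacZ-Neo ES cells. Cells 300/well, 40 h, 37C, 5% CO2. Data normalized per plate to negative controls.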
p53ts 32C tox = p53ts cell cytotoxicity, permissive temperature; H1299-p53A138V at 32C, ATP luminescence viability, 24 h; 130,000 compounds, 0.93% hits; Potency, µM (highest dose often 46.1 µM), for inactives: at the highest dose activity change, negative = cytotoxicity, most hits filed as cytotoxic;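 also: 0% = DMSO and -100% = full killing by reference compound; nearly all actives have a fitted effect of over 55% in size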
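Cells: H1299 p53ts (A138V), 600/well, pre-incubated 16–30 h at 37C. Cpd up to 46 uM, 24 h, 32C. Readout: ATPlite luminescence, 20 min RT. Normalization: DMSO vs tamoxifen 100 uM. AC50 by Hill equation.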
IkB signaling = suppresses IkB signaling in ABC-DLBCL reporter cells; ABC-DLBCL IkBa-CBG/CBR dual luciferase ratio, 4 h; response scale: scaled: untreated 0%, proteasome inhibitor 100%; 110,000 compounds, 0.04% hits; Potency, µM (doses to about 57.1 µM), inactives show at the highest dose IkBa stabilization activation; active = well fitted curve in the direction sought with a large enough effect in the signal ratio, not every such curve was filed as active; inconclusive = small, poorly fitted or top-dose-only effect, or a change in a side signal; the % refers to the signal ratio;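 also: the direction sought is a rising ratio; 0% = basal untreated cells and 100% = reference inhibitor full response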
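In this assay, an IκBα–CBG68 fusion accumulates when IKK-driven degradation is blocked; native CBR normalizes for cell number. OCI-Ly3 cells were treated 4 h with compound and doxycycline, then green and red light read after Chroma-Glo addition.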
* marks the source's active call; other numbers are inactive results; ? = inconclusive; · = no result given; [ ] = remark or other dose. Unless noted, calls follow the shape of the dose curve; as a rule, active = well fitted curve in the direction sought with a large enough effect; inconclusive = small, poorly fitted or top-dose-only effect, or another doubt; inactive = no such curve, though single readings can be large; an effect the other way counts as inactive or inconclusive. Unless noted, % is scaled to controls: 0 for no effect and ±100 for the full control effect; potency is read from the fitted curve at half-maximal effect.

Order of values – p53ts 39C kill, Imprint erasure, p53ts 32C tox, IkB signaling
- COC(=O)c1ccc(NC(=O)CCOc2ccccc2)cc1
→ 22.0%, -10.2%[10.9 µM], -0.4%, 0.9%
- CCOC(=O)c1c(S(=O)(=O)N2CCC(C(=O)Nc3ccccc3OC)CC2)c(C)n(CC)c1C
→ -14.6%, ?, 5.7%, 0.1%
- CC(C)CCNC(=O)CSc1nc2ccsc2c(=O)n1Cc1ccccc1Cl
→ 9.7%, -13.8%[10.9 µM], 1.5%, 0.8%
- CC1CC(C)CN(C(=O)COC(=O)c2cc3ccccc3cc2O)C1 (stereo unspecified)
→ -11.8%, -56.4%[inhibitor], -4.3%, ?
- COc1cc(NC(=O)c2c(F)c(F)c(F)c(F)c2F)c(OC)cc1Cl
→ -15.9%, -17.9%, ?, ?
- CCCOc1ccc(C2CC(=O)Nc3c2c(C)nn3-c2nncc(-c3cccc(OC)c3)n2)cc1OC (stereo unspecified)
→ -5.4%, -12.5%[10.9 µM], -6.3%, -2.5%
- CC(=O)N1CCc2c(sc3c2c(=O)n(CCc2ccccc2)c(=O)n3Cc2ccccc2C)C1
→ -26.4%, -9.9%[10.9 µM], 23.7%, ?
- CC1CC(C)CN(C(=O)Cn2c(=O)n(CCCCC(=O)NCc3ccco3)c(=O)c3ccccc32)C1 (stereo unspecified)
→ -4.0%, -9.7%, -13.3%, -0.7%
- CC1Oc2ccccc2N(Cc2ccccc2Cl)C1=O (stereo unspecified)
→ -2.0%, -3.9%, -5.6%, -0.7%
- CCOc1ccc(-c2nnn(CC(=O)NCc3ccc(F)cc3)n2)cc1OCC
→ -5.1%, -5.3%, 5.4%, -0.4%
- Cn1nc(-c2ccccc2F)c2cc(C(=O)N3CCN(c4ccc(F)cc4)CC3)sc21
→ -6.1%, -14.9%[10.9 µM], 11.2%, ?
- COc1cc(C(=O)Nc2ccc3nc(SCc4ccc(C)cc4)sc3c2)cc(OC)c1OC
→ -20.0%, -13.2%[10.9 µM], -26.6%, ?
- O=C1C(c2ccc(F)cc2)N(CCc2ccc(Cl)cc2)C(=O)CN1C1CCCCCC1 (stereo unspecified)
→ -23.6%, -9.7%[10.9 µM], -10.0%, ?
- Cc1ccccc1C(=O)OCc1cc(=O)n2nc(C(C)C)sc2n1
→ -0.9%, -19.5%[10.9 µM], -13.4%, 21.1%
- Nc1nc(SCc2ccccc2Cl)[nH]c(=O)c1-c1ccccc1
→ 5.0%, ·, 6.4%, ·
- CN(C)S(=O)(=O)c1ccc(NC(=O)C2COc3ccccc3O2)cc1 (stereo unspecified)
→ -3.0%, -24.0%, -3.4%, -0.8%
- CCc1cccc(NC(=O)Cn2c(=O)n(-c3ccccc3C)c(=O)c3c2c2cc(C)ccc2n3C)c1
→ ?, 7.0%[10.9 µM], -1.7%, ?
- CCn1c(CNC(=O)c2ccccc2)nc2ccccc21
→ -3.0%, -6.8%, 3.7%, 1.6%
- CCOc1cccc(NC(=O)CSc2nncn2N)c1
→ 6.0%, 27.3%, 4.3%, -1.1%
- CCOC(=O)c1ccc2c(c1)N(Cc1cccc([N+](=O)[O-])c1)C(=O)c1ccccc1S2
→ -14.4%, -14.5%[10.9 µM], -2.6%, 2.4%
- CSc1cccc(N2C(=O)N(Cc3ccc([N+](=O)[O-])cc3)c3ccccc3S2(=O)=O)c1
→ -17.7%, ?, 6.4%, -2.9%
- Cc1ccc(Cn2cc(/C=N/Nc3ccc([N+](=O)[O-])cn3)c3ccccc32)cc1
→ -11.3%, ·, -4.7%, ·
- CN(C(=O)CSc1nc(C2CCCC2)nc2c1c(=O)n(C)c(=O)n2C)c1ccccc1
→ ?, -5.4%[10.9 µM], -13.8%, ?
- COc1ccc(C)cc1NC(=O)CSc1nnc(-c2ccc(Br)cc2)o1
→ -16.3%, -47.6%[inhibitor], -4.3%, 1.9%
- COC(=O)c1ccc(C)c(NC(=O)CN(c2cc(OC)ccc2OC)S(C)(=O)=O)c1
→ -8.8%, ?, -5.5%, 1.2%
- Cc1cccc(N2CCN(S(C)(=O)=O)CC2)c1C
→ 11.2%, -7.5%, -3.2%, -3.8%
- Cc1sc(C2C(C#N)=C(N)N(c3ccc(Cl)cc3)C3=C2C(=O)CCC3)cc1CN1CCOCC1 (stereo unspecified)
→ -13.1%, -7.9%[10.9 µM], -1.3%, 0.2%
- N#Cc1ccc(NC2=NS(=O)(=O)c3ccccc32)cc1
→ 1.0%, 15.3%[10.9 µM], 5.1%, -0.3%
- CCOc1ccc(NS(=O)(=O)c2ccc(NC(=O)N3CCCC3)cc2)cc1
→ 1.0%, 19.0%[10.9 µM], 2.0%, 0.8%
- COC(=O)c1ccc(C(NC(=O)OCc2ccccc2)/C(F)=C/[C@@H](C)C(=O)NC2CCCCC2)cc1 (stereo partly specified)
→ -7.0%, -5.4%, ?, ·
- Cc1ccc(NC(=O)CN(Cc2ccccc2)S(=O)(=O)c2ccc3nc(C)sc3c2)c(C)c1
→ -17.3%, -8.0%[10.9 µM], -3.6%, -2.4%
- CCOC(=O)c1cc2c(=O)n3ccccc3nc2n(CCOC)c1=NC(=O)C(C)(C)C
→ 1.2%, 3.0%, 4.0%, 0.8%
- CCN1CCN(C(c2ccccc2Cl)c2c(O)cc(C)n(CCOC)c2=O)CC1 (stereo unspecified)
→ -14.0%, -8.8%[10.9 µM], -4.1%, ?
- CCc1ccc(-n2nc(C)c3c(C)cc(=O)n(CC(=O)Nc4ccc(C(C)=O)cc4)c32)cc1
→ -11.1%, -12.0%[10.9 µM], 1.2%, 3.8%
- CN(c1ccccc1)C(c1ccc(F)cc1)c1nnnn1C1CCCC1 (stereo unspecified)
→ -7.7%, ·, 8.2%, 6.6%
- Oc1ccc(-c2nc3ccccn3c2NCc2ccc3c(c2)OCO3)cc1
→ -17.7%, -24.3%, -2.6%, ?
- COc1ccc2c(CNCc3ccc(Cl)cc3)c(C(=O)O)n(Cc3ccccc3C)c2c1
→ -22.1%, -19.8%[10.9 µM], -4.7%, ?
- Nc1cc(C(=O)O)ccc1Nc1ccccc1
→ 1.4%, -73.1%[inhibitor], -3.4%, ?
- O=S(=O)(c1ccc2nc(N3CCN(c4cccc(Cl)c4)CC3)ccc2c1)N1CCCCC1
→ -2.8%, -6.9%[10.9 µM], 0.9%, -0.5%
- COc1ccc(-c2oc(/N=C/N3CCOCC3)c(C#N)c2-c2ccc(OC)cc2)cc1
→ 11.3%, -17.0%, 15.9%, -0.9%
- CCOC(=O)c1c(C)c(C(=O)NCC2CCCO2)c(C)n1C (stereo unspecified)
→ -6.8%, 2.9%, 4.9%, -0.2%
- Cc1nc(-c2ccc(F)cc2)sc1CCNC(=O)c1ccccc1C(F)(F)F
→ -4.9%, 29.0%[10.9 µM], -5.9%, 2.5%
- COC(=O)COc1cccc(NC(=O)c2ccccc2)c1
→ -13.6%, -57.1%[inhibitor], -17.1%, 7.6%
- O=C1C2C3C=CC(C3)C2C(=O)N1CCCO (stereo unspecified)
→ 12.5%, -5.7%, -6.4%, -4.7%
- O=C(c1ccc2c(c1)OCO2)c1cn(Cc2ccc(F)cc2)c2ccccc2c1=O
→ -15.3%, 8.5%[10.9 µM], 0.4%, -1.0%
- CCOC(=O)c1ccc(N2C(=O)CC(N3CC(C)OC(C)C3)C2=O)cc1 (stereo unspecified)
→ 15.5%, 1.3%, 2.6%, 2.8%
- Cc1cc(C)n2c(Nc3cccc(C(F)(F)F)c3)c(-c3ccsc3)nc2n1
→ -18.0%, -3.9%[10.9 µM], -10.0%, ?
- Cc1cc(NC(=O)c2ccc(Br)o2)cc(-c2nc3ccccc3o2)c1O
→ ?, ?, -6.4%, 2.4%
- Cc1cccc(NC(=O)C2CCCN(C(=O)NC3CCCCC3)C2)c1C (stereo unspecified)
→ 1.4%, 3.2%, -2.1%, ?
- CC(=O)OCC1OC(Oc2cc(OC(C)=O)c3c(=O)cc(-c4ccc(OC(C)=O)cc4)oc3c2)[C@@H](OC(C)=O)C(OC(C)=O)C1OC(C)=O (stereo partly specified)
→ -8.6%, 24.1%, -15.5%, ·
- Cc1cccc(-c2cc(NC(=O)c3ccccc3C)n(-c3ccccc3)n2)c1
→ ?, -6.2%[10.9 µM], -14.5%, ?
- CC12C(=O)N(Cc3ccccc3)C(=O)C1C1C=CC2C1 (stereo unspecified)
→ -4.6%, -7.5%, 6.4%, -0.9%
- Cc1ccc(CCNC(=O)c2c(C)oc3ncnc(N4CCOCC4)c23)cc1
→ 2.1%, ?, 4.7%, -2.4%
- COCCn1c(SCc2ccc(C(=O)OC)o2)nc2cc(Cl)ccc2c1=O
→ -20.2%, -11.0%, 0.7%, ?
- C=CCN1CCN(c2nc3ccccc3nc2C#N)CC1
→ -12.1%, -10.6%, 1.1%, 0.4%
- COC(=O)C1=C(NC(=O)COc2ccc3ccccc3c2)CCS1
→ -21.0%, ·, 18.8%, ·
- Cc1ccc(C(=O)NNS(=O)(=O)c2ccccc2[N+](=O)[O-])cc1
→ 30.4%, ·, -8.5%, ·
- CN(Cc1ccccc1)S(=O)(=O)c1ccc(F)c(C(=O)Nc2cccc(Cl)c2Cl)c1
→ ?, -33.7%[inhibitor][10.9 µM], -1.4%, ?
- O=C(Nc1ccccc1)N1CCCCC1c1cccnc1 (stereo unspecified)
→ 5.8%, -8.1%, 1.3%, -0.3%
- CC1=C(C(N)=O)C(c2ccccc2Br)n2ncnc2N1 (stereo unspecified)
→ 1.5%, 8.2%[10.9 µM], -5.5%, 1.6%

Quoted at random: two records from the list
Order of values – p53ts 39C kill, Imprint erasure, p53ts 32C tox, IkB signaling
- CCOC(=O)c1ccc(N2C(=O)CC(N3CC(C)OC(C)C3)C2=O)cc1 (stereo unspecified)
→ 15.5%, 1.3%, 2.6%, 2.8%
- Cc1cccc(N2CCN(S(C)(=O)=O)CC2)c1C
→ 11.2%, -7.5%, -3.2%, -3.8%

More entries:
Order of values – p53ts 39C kill, Imprint erasure, p53ts 32C tox, IkB signaling
- CC(C)(O)C#Cc1ccc(C(=O)N2CCCC2C(=O)O)s1 (stereo unspecified)
→ 12.8%, -13.7%, 6.5%, -1.4%
- O=C(NC1CCN(Cc2ccccc2)CC1)c1ccc(Cn2c(=O)c3ccccc3n(Cc3ccccc3)c2=O)cc1
→ 11.3%, -8.4%[10.9 µM], 3.1%, 2.4%
- CCCCN(C(=O)Cn1nnc2ccccc21)C(C(=O)NCCOC)c1ccc(OC)cc1 (stereo unspecified)
→ 8.6%, ·, 8.8%, 2.6%
- Cn1c(N)c(C(=O)COC(=O)c2cc(-c3ccccc3)nc3ccccc23)c(=O)n(Cc2ccccc2)c1=O
→ -5.5%, -17.7%, 4.3%, ·
- CCCN1C(=O)c2ccccc2CC1(C)C(=O)NC1CCCCC1 (stereo unspecified)
→ -18.8%, 6.8%[10.9 µM], -2.0%, 0.3%
- CCOc1ccc(-c2nn(-c3ccccc3)cc2C2NC(=O)NC(C)=C2C(=O)OC(C)C)cc1C (stereo unspecified)
→ -0.3%, -7.6%[10.9 µM], 10.3%, ?
- O=C(CSc1ccc2c(c1)OCCO2)NCCN1C(=O)CSC1=O
→ -8.2%, -9.9%, -3.8%, 0.4%
- COc1ccc(-c2cc(=O)c3c(OC(C)=O)cc(OC(C)=O)cc3o2)cc1
→ 13.5%, -55.9%[inhibitor], -0.5%, ·
- O=C(CCn1nc(-c2ccccc2)c2ccccc2c1=O)N1CCN(c2ccccc2)CC1
→ 3.3%, -13.8%, -24.8%, ?
- COc1ccc(CCNC(=O)C2=C(C)C(=O)OC23CCCCC3)c(OC)c1
→ -1.6%, -0.7%[10.9 µM], 0.7%, -1.0%
- COc1cccc(NC(=O)c2ccccc2NS(C)(=O)=O)c1
→ -7.0%, -2.9%, 0.1%, -0.6%
- CCOc1ccc(S(=O)(=O)N2CCN(c3c(C)cccc3C)CC2)c2ccccc12
→ 6.7%, -9.8%[10.9 µM], -4.9%, -1.7%
- CC1(C)CC(=O)C2=C(C1)NCN(Cc1ccccc1)C2
→ -0.1%, 21.0%, 5.4%, 0.3%
- O=C(NCCc1csc(-c2cccnc2)n1)c1cccc(C(F)(F)F)c1
→ -14.0%, 10.4%[10.9 µM], 4.2%, ?
- CC(CNC(=O)C1CCCCC1)NC(=O)C1CCCCC1 (stereo unspecified)
→ -1.3%, -5.2%, -1.4%, 3.5%
- O=C(CCN1C(=O)C2C3C=CC(C3)C2C1=O)NCCc1ccccc1 (stereo unspecified)
→ -4.2%, 20.6%, -4.8%, -2.3%

From PubChem
